# Bioassay records from PubChem.
# EBI2 block: EBI2 (human) antagonism; EBI2 beta-arrestin recruitment, luminescence, 7a,25-OHC stimulated; inhibition, % at 5 µM; 360,000 compounds, 0.81% hits; in the data active means inhibition above about 38%;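 further: enzyme fragment complementation signal reports receptor beta-arrestin coupling in cells; 0% = agonist plus DMSO wells and 100% = wells without agonist; some results beyond the cut were filed as inactive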
# Target sequence (P32249 whole entry, looked up, the tested form may be a part): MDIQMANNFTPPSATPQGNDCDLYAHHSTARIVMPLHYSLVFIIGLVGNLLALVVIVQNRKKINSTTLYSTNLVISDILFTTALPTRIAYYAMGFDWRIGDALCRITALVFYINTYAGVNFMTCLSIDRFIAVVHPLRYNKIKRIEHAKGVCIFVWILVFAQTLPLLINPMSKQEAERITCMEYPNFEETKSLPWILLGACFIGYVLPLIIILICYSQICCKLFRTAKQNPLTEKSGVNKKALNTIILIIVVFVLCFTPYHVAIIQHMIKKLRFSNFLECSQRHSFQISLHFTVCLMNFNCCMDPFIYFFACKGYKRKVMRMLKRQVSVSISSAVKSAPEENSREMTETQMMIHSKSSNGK
# A3G deaminase: inhibitors of human APOBEC3G DNA deaminase; Q9HC16; recombinant A3G, ssDNA deamination FAM/TAMRA fluorescence; inhibition, % at 20 µM; 330,000 compounds, 0.28% hits; AID 493012;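 active means inhibition of at least 40% at 20 µM, with no more than 30% in the related APOBEC3A deaminase screen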;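 further: plate controls were DMSO wells with A3G for no effect and wells lacking A3G enzyme for full effect; some compounds called inactive have numbers as strong as hits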
# Gli-Sufu antag: blocks Gli-Sufu signaling in a luciferase reporter; Sufu-KO-LIGHT fibroblasts, Gli luciferase reporter luminescence; inhibition, % at 5 µM; 340,000 compounds, 0.74% hits; AID 588413;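 active means inhibition above about 55%, limit read from the data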;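 further: 0% = DMSO-treated cells and 100% = wells with medium but no cells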
# MPTP inh: blocks calcium-induced mitochondrial swelling; isolated mouse mitochondria, Ca2+ swelling absorbance, 30 min; inhibition, % at 10 µM; AID 602449; 360,000 compounds, 1.4% hits;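 active means inhibition of 50% or more, scaled per plate between neutral and stimulator controls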;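 further: 0% = DMSO wells given calcium and 100% = 1 mM EGTA wells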
# CCR6 antag: blocks CCL20-driven beta-arrestin recruitment at human CCR6; inhibition, % at 20 µM; 340,000 compounds, 0.49% hits; AID 493098; CHO-K1 CCR6 PathHunter beta-arrestin, luminescence, CCL20-stimulated; P51684;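 active means compounds whose inhibition of the agonist-driven luminescence signal at 20 µM reaches about 50%, limit read from the data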;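 further: cells stimulated with CCL20 at 14 nM final; plate controls were DMSO with CCL20 for no effect and DMSO without agonist for full effect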
# NR3A LBD binder: modulates the human NR3A ligand-binding domain; 340,000 compounds, 2.5% hits; NR3A LBD differential scanning fluorimetry, Tm shift; 0% = protein alone, 100% = glycine-bound protein; Tm shift relative to glycine control, % at 25 µM;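 active means melting temperature shift of at least 10% of the positive control shift, at one fixed dose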
# A3A deaminase: human APOBEC3A DNA deaminase inhibition; recombinant A3A, FAM/TAMRA ssDNA deamination fluorescence; inhibition, % at 20 µM; 330,000 compounds, 0.41% hits; AID 493011;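 active means at least 40% inhibition at 20 µM here, with at most 30% in a related deaminase screen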;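 further: plate controls were A3A with DMSO for no effect and wells lacking A3A enzyme for full effect; some results filed as inactive read as strong as hits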
# Target sequence (P31941 whole entry, looked up): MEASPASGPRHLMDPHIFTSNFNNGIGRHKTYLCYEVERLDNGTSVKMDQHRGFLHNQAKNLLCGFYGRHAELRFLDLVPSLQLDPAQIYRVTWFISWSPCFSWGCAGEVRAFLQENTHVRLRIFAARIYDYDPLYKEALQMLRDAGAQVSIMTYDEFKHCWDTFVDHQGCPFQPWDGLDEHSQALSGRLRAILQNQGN
# CXCR6 block: CXCR6 (human) receptor inhibition; CHO-K1 PathHunter CXCR6 beta-arrestin, luminescence; O00574; AID 602244; 360,000 compounds, 0.36% hits; inhibition, % at 20 µM; in the data active means inhibition above about 34%, passing the limit was not always enough;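 further: antagonist mode with CXCL16 agonist at 10 nM final; 0% = 10 nM CXCL16 with DMSO and 100% = unstimulated wells without agonist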
# Target sequence (O00574 whole entry, looked up): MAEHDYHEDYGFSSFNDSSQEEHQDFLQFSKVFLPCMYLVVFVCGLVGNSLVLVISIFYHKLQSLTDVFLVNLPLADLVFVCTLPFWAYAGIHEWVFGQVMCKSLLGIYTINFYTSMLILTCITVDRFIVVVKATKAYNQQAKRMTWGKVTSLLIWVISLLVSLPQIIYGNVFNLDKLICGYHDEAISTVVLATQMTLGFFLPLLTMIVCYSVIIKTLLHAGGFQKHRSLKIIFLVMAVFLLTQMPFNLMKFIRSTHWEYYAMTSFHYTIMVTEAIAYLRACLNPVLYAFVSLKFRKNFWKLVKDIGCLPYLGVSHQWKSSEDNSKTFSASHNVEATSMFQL
# The depositor's hits bear a star; x = not tested or not shown. Random draw from the library. Share with any hit: about 5.8%.
nr	SMILES	A3A deaminase	MPTP inh	NR3A LBD binder	EBI2 block	CCR6 antag	Gli-Sufu antag	CXCR6 block	A3G deaminase
1	CC1=C(C(=O)c2ccccc2)C(c2cccc([N+](=O)[O-])c2)NC(=S)N1 (centres undefined)	-5.8	-2.4	-1.9	4.6	1.2	4.1	-3.0	-17.0
2	Cn1c(N)c(S(=O)(=O)N2CCN(c3ccccc3Cl)CC2)c(=O)n(C)c1=O	-5.7	0.3	0.4	5.6	-18.4	-1.4	-2.7	-6.0
3	CC(OC(=O)CCN=C1NS(=O)(=O)c2ccccc21)C(=O)Nc1ccc(F)c(F)c1F (centres undefined)	9.6	-1.3	0.8	2.1	9.3	-12.4	8.7	-10.7
4	Cc1ccc(Cl)cc1N1CCN(C(=O)CN2C(=O)c3cccc4cccc2c34)CC1	-4.0	-0.8	-1.4	0.2	10.3	5.8	3.9	-6.3
5	Cc1ccc(NC(=O)c2ccncc2)cc1[N+](=O)[O-]	-5.7	1.3	-0.7	-17.1	8.1	-1.0	-6.7	-6.4
6	O=c1c2[nH]c3ccc(F)cc3c2ncn1C1CCCCC1	-2.9	-2.0	-0.2	10.1	6.8	19.5	-0.6	3.0
7	O=C(Cn1cnc2c(NCc3ccccc3)ncnc21)NCc1ccc2c(c1)OCO2	1.8	-0.1	1.2	-7.2	7.3	-16.7	-0.7	-4.0
8	O=C(Nc1ccc(Cl)cc1)OCc1cn(-c2ccccc2)nn1	-0.9	-2.2	-14.3	-8.6	2.7	-6.6	0.4	-1.4
9	CCCCCCn1nc(C(=O)OCC(=O)c2c(N)n(C)c(=O)n(C)c2=O)c2ccccc2c1=O	2.8	-0.2	7.8	13.6	1.8	-6.6	6.1	-7.8
10	CC1(OC(=O)CCc2ccccc2)C(=O)C=C2C=C(c3ccc(C#N)cc3)N(C3CC3)C=C2C1=O (centres undefined)	2.5	1.4	-0.3	6.3	-9.7	-5.5	-17.4	-2.1
11	COc1cccc(C(=O)NCCSCc2ccccc2Cl)c1	-5.1	-0.4	-0.5	-6.1	28.2	-8.9	1.9	-8.2
12	COc1ccc(NC(=O)c2ccc(NC(=O)c3ccco3)cc2)c(OC)c1	-0.4	-1.7	1.1	-6.4	3.1	-28.5	3.1	-4.6
13	CC(C)CN(CC(C)C)c1nn[nH]n1	x	-2.0	0.5	-5.8	-3.8	-0.7	-6.8	x
14	CCC(C)(C)C1CCc2[nH]nc(C(=O)NC(C)C)c2C1 (centres undefined)	-0.1	-0.6	-1.1	2.4	16.0	5.5	-4.5	-6.3
15	O=C(CSC(=S)N1CCOCC1)Nc1ncc2c(n1)CCCC2=O	0.5	1.1	-0.1	2.4	9.9	10.0	0.6	-2.9
16	C#CCOCCOCCOCCNc1nc(N2CCOCC2)nc(N2CCN(C(=O)CCCCCCCCCCNC(=O)[C@@H]([C@H](C)CC)n3cc(CCCCCN)nn3)CC2)n1	-4.0	-2.5	1.6	-6.1	13.4	2.8	1.0	-11.1
17	COc1cccc(-c2nnc(SCC3CNC(=O)O3)n2-c2ccc(Cl)cc2)c1 (centres undefined)	-7.2	0.3	3.5	-0.6	3.7	0.0	3.8	-11.2
18	CCCN1CCC2(CC1)C(C#N)=C(N)Oc1c2sc2nc(C)cc(C)c12	2.3	-1.3	-0.9	5.2	6.4	-13.8	0.9	-1.8
19	Cc1ccc(-n2nc3c(N4CCC(C(=O)NCc5ccccc5C)CC4)nnc(C)c3c2C)cc1	4.1	-1.0	0.0	9.7	27.4	53.4	8.4	0.5
20	COc1ccc(-c2[nH]ncc2-c2cnc(C)s2)c(O)c1	-4.6	0.0	-3.9	-1.7	-6.7	1.8	-0.9	-3.6
21	COCC(=O)Nc1nnc(C2CCCCC2)s1	0.4	0.1	-0.3	-3.0	-6.7	-15.5	1.5	-0.5
22	N#Cc1cncc(C#Cc2ccccc2)c1	-3.2	0.0	2.2	1.6	9.7	-5.0	1.9	-6.2
23	O=C(Nc1nccs1)C1CC(=O)N(Cc2ccco2)C1 (centres undefined)	10.6	-1.0	0.4	6.0	-11.5	14.8	-1.7	-4.6
24	O=C(CN1C(=O)c2ccccc2S1(=O)=O)c1ccc(O)c(O)c1	-3.8	1.1	2.2	10.3	2.0	29.4	-5.9	-2.1
25	CCc1cccc(NC(=O)c2ccc(Cn3c(=O)[nH]c4ccsc4c3=O)cc2)c1	2.8	-1.5	0.1	-0.6	4.3	2.6	0.8	14.1
26	NS(=O)(=O)c1ccc(NC(=O)CSC2=NC(=O)C(c3ccccc3)C(=O)N2)cc1 (centres undefined)	-0.5	-0.2	0.6	-27.2	-0.5	87.8*	-10.3	-2.3
27	CCOC(=O)c1cc2cc(OC)ccc2[nH]1	-7.2	-1.3	11.0*	7.8	-17.3	-57.2	-11.5	-9.5
28	CC1CCCCN1CCCNC(=O)Cn1ncc2c([nH]c3ccccc32)c1=O (centres undefined)	0.5	0.8	0.1	0.7	11.1	-3.9	-2.5	7.9
29	CCOC(=O)C(C)Sc1nc2ccccc2c(=O)n1CC (centres undefined)	1.9	4.0	-0.5	-3.8	1.9	-3.7	3.2	9.5
30	Cc1cc(C)n(-c2nncn2NC(=O)c2ccc(Cl)cc2O)n1	0.8	0.6	-38.3	-15.8	8.2	4.2	-2.0	0.9
31	O=C(NCc1ccccc1)N1CCC(n2cnc3cc(F)ccc32)CC1	-2.1	-0.2	0.5	-0.6	19.3	5.4	-1.9	-1.5
32	COc1cccc(C(=O)NC2CCN(CC(=O)Nc3cccc(C)c3C)CC2)c1	-0.6	-2.2	0.4	-2.6	-4.6	21.2	-2.9	-2.7
33	COc1ccc(NC(=O)C2CCN(c3ncnc4c3nc3n4CCCCC3)CC2)cc1Cl	-4.0	-1.8	-5.6	1.7	10.6	23.1	-8.5	-5.7
34	Cc1ccc2nc(NCc3ccccc3)c(C=NCc3ccccc3)c(=O)n2c1	-0.8	3.8	3.0	36.1	15.1	-15.0	1.8	-3.3
35	CC(C)(C)c1ccc(OCc2ccc(C(=O)NCc3cccnc3)o2)cc1	-1.2	85.2*	-1.1	-5.9	-5.2	-44.4	-1.4	-4.2
36	O=C(NCCCn1ccnc1)/C(=C/c1ccco1)NC(=O)c1cccs1	-2.5	-0.6	-1.0	-8.0	6.7	-5.8	-5.6	-7.2
37	N/C(=N\OC(=O)c1ccco1)c1ccc(Br)cc1	-5.0	-3.1	-5.3	-8.6	-37.7	-72.6	-10.0	-7.2
38	COc1ccccc1NC(=O)c1ccccc1Nc1ccccc1	-6.2	1.4	-12.8	3.5	22.3	24.7	3.6	-10.6
39	COc1cccc(CNC(=O)COC(=O)/C(C#N)=C/c2ccc(N(C)C)cc2)c1	-2.4	0.9	1.1	4.9	9.3	-6.2	10.3	-10.7
40	Cn1c(/C(C#N)=C(\O)c2ccc(Br)s2)nc2ccccc21	7.1	-0.6	0.3	-6.0	20.4	-34.8	0.0	1.2
41	COc1ccccc1NC(=O)CN(Cc1ccccc1)S(C)(=O)=O	-2.4	-1.4	0.1	-3.8	18.1	-13.7	4.2	1.0
42	O=C(CC1NCCNC1=O)Nc1cc(Cl)cc(Cl)c1 (centres undefined)	-8.9	13.4	-0.7	-21.8	-1.9	-0.3	-3.1	-11.4
43	C=CC[C@@H](CC(=O)N(CCO)Cc1ccccc1)C(=O)N[C@H](C)COC(=O)[C@@H](CC=C)Cc1ccc(F)cc1	-0.8	0.1	0.8	2.6	4.5	-7.1	24.2	-3.2
44	COc1ccc(S(=O)(=O)N2CCOC2CNC(=O)C(=O)NCc2ccccc2Cl)cc1 (centres undefined)	-1.1	-0.4	-3.3	2.9	5.1	5.0	1.8	-9.6
45	Cc1c(-n2c(=O)n(Cc3ccccc3)c(=O)c3[nH]cnc32)cccc1S(C)=O (centres undefined)	8.5	-0.2	0.9	2.1	17.8	10.6	10.5	0.4
46	CCCN(Cc1cc2cc(C)ccc2[nH]c1=O)C(=O)c1ccccn1	2.3	1.1	-1.3	-4.7	4.4	5.3	4.4	-0.3
47	O=C(c1cccnc1)N(Cc1ccccc1)C(=O)c1cccnc1	x	-1.3	-1.2	-15.2	1.9	-3.0	5.7	x
48	CCOc1ccc(NC(=O)/C=C/c2ccc(OC)cc2)c([N+](=O)[O-])c1	3.5	3.9	-15.8	-4.2	-4.7	35.6	-8.6	1.8
49	COc1cc(-c2nc(-c3ccccc3)c(-c3cccs3)[nH]2)cc(OC)c1OC	-1.6	1.7	-4.0	45.2*	6.9	21.0	17.6	-5.6
50	CC1CN(C(=S)Nc2ccc(SC(F)F)cc2)CC(C)O1 (centres undefined)	-3.7	1.0	0.4	-1.8	-3.1	6.3	-2.1	-9.9
51	CCc1ccc(N2CCN(CCNC(=O)Nc3ccccc3)CC2)cc1	1.6	1.8	0.7	20.2	-1.0	24.6	8.0	-2.5
52	O=C(COC(=O)c1ccc([N+](=O)[O-])o1)NCCc1ccccc1	-3.0	-0.6	-1.7	-15.4	-11.5	6.3	-28.4	-5.8
53	COc1cc(NS(=O)(=O)c2cc(NC(C)=O)ccc2OC)c(OC)cc1NC(=O)c1ccccc1	x	-1.3	0.4	1.0	-12.0	-0.7	-18.6	x
54	C[C@@H]1COC(=O)[C@@H](CC(=O)OC(C)(C)C)C/C=C\C[C@@H](CC(=O)N[C@H](CO)Cc2ccccc2)C(=O)N1	-2.8	-2.1	0.5	-5.5	0.8	2.6	-10.3	-7.9
55	Cc1ccc(C(C(=O)NC2CCCC2)N(Cc2ccco2)C(=O)CCC(=O)Nc2ccccn2)cc1 (centres undefined)	-3.4	-1.1	-8.3	3.5	-13.4	-2.4	-27.4	-4.9
56	Nc1cc(=O)[nH]c(SCC(=O)NC2CCCc3ccccc32)n1 (centres undefined)	0.5	3.5	0.5	-13.2	0.1	3.5	-8.1	-5.6
57	COc1ccc([N+](=O)[O-])cc1NC(=O)C(C)OC(=O)CN1C(=O)C2CC=CCC2C1=O (centres undefined)	-1.1	0.2	-2.3	-7.4	14.6	1.3	-5.0	-2.5
58	CCCn1nnnc1SCC(=O)NC1CCCC1	-1.3	-1.0	-0.8	-0.3	7.8	16.2	0.0	0.2
59	O=C(N[C@@H](Cc1ccccc1)C(=O)CCl)OCc1ccccc1	0.3	-3.9	2.0	1.6	45.2	8.9	12.4	1.4
60	O=C1C2CCCN2C(=O)N1CCCN1CCN(c2cccc(Cl)c2)CC1 (centres undefined)	-4.9	-0.8	6.7	-16.3	5.8	1.8	-7.9	-4.8

# (list continues)
nr	SMILES	A3A deaminase	MPTP inh	NR3A LBD binder	EBI2 block	CCR6 antag	Gli-Sufu antag	CXCR6 block	A3G deaminase
61	O=C(Nc1sc2c(c1C(=O)O)CCC2)c1ccco1	0.2	2.2	3.1	5.1	10.2	-10.7	-7.0	-5.7
62	COc1cc(OC)c(CNC2CCCCCC2)cc1Br	-0.5	-3.0	2.2	6.0	5.6	15.1	3.4	8.4
63	COc1ccc(S(=O)(=O)Nc2nncs2)cc1	-4.7	-1.2	1.6	9.5	3.2	1.4	9.3	-8.1
64	COc1cc(C(=O)Nc2cc3c(cc2N2CCCCC2)n(C)c(=O)n3C)cc(OC)c1OC	-3.5	-1.5	-5.8	25.4	2.9	44.3	-3.3	-4.8
